# Lipid droplet – hepatic lipid droplet formation modulation | AID 1656 | inhibition, % at 6.5 µM | 240,000 tested, 0.4% active | AML12 mouse hepatocytes, oleate lipid droplets, BODIPY imaging;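 active = lipid droplet intensity inhibited by at least 50%, with more than 500 cells counted; inconclusive = wells with under 300 cells, treated as cytotoxic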
#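 Assay system: AML12 hepatocytes (mouse) / Also added: 100 µM oleic acid challenge / Times: overnight treatment with compound plus oleate / Detection: high-content imaging of BODIPY-stained droplets and DAPI nuclei / Evaluation: % inhibition of lipid droplet signal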
# b-catenin transl – alters nuclear translocation of beta-catenin in HeLa cells; immunofluorescence imaging; nuclear translocation activity, % at 5 µM; 190,000 tested, 0.3% active; AID 1665;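 active = nuclear translocation activity above 50% at 5 µM, with a well cell count of 50 or more; inconclusive = wells under 50 cells across six images, flagged as toxic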;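 also: per-cell ratio of nuclear to cytoplasmic median beta-catenin stain intensity; plate controls were DMSO negative control for no effect and GSK-3 inhibitor IX positive control for full effect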
#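 Assay system: human HeLa cells, native beta-catenin; doses: 5 µM primary, 0.02–20 µM confirmation; incubation: compound treatment 24 h, 37°C, 5% CO2; technique: fluorescence imaging of beta-catenin antibody stain plus DAPI; measure: % activation, nuclear-to-cytoplasmic median beta-catenin signal ratio per cell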
# Myeloid diff MLP – compounds promoting myeloid differentiation | ER-HoxA9 myeloid progenitors, lysozyme-GFP differentiation, flow cytometry | calls only at 10 µM | 360,000 tested, 1% active | AID 624256;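 active = normalized GFP-positive differentiation at or above the plate's own cutoff, the solvent-only control mean plus 3 SD; inconclusive = no clear call, values can overlap the other calls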;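 also: cells exposed to compound for four days before flow analysis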
# T cell HTS – modulates CD8 T cell binding to vesicles; calls only at 7 µM; 330,000 tested, 0.068% active; 2C CD8+ T cell-vesicle binding, flow cytometry; stronger effect = lower value;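 active = response, share of CD8 T cells binding vesicles, and their 90th percentile fluorescence all below set limits, cut at about 80% in these data, passing the limit was not always enough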
#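 Test system: purified 2C TCR transgenic mouse naive CD8+ T cells. Probe or stimulus: QL9-peptide-loaded Drosophila micro-vesicles bearing Ld, ICAM-1 and B7-1. Incubation: binding step 1.5 h, 37 °C, antibody labelling 20 min, ice. Measured by: flow cytometry of vesicle-bound cells.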
# WT yeast gro inh – growth inhibition of WT yeast, mitochondrial fusion screen | mitochondrial fusion phenotypic screen, WT strain | inhibition, % at 10 µM | 190,000 tested, 2.1% active | AID 1362; in the data active = inhibition above about 58%; tested in S. cerevisiae
# Insulin prom up – MIN6 insulin promoter up-regulation. MIN6 insulin promoter-GFP reporter, high-content imaging; stronger effect = higher value. z-score at 5 µM. 190,000 tested, 0.3% active;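 active = z-score above 3 at 5 µM with at least 500 cells counted in the well; inconclusive = wells under 500 cells, flagged as cytotoxic or low count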
# MT stabilize HCS – stabilizes microtubules in HeLa cells; HeLa tubulin immunostaining HCS, 24 h; share of cells brighter than vehicle mean+2SD; % tubulin-high responders, % at 10 µM; 200,000 tested, 0.83% active; AID 2205;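 active = plate Z-score above 3 for both tubulin-high and condensed-nucleus cell shares, with cell loss under 80%, at 10 µM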;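 also: anti alpha tubulin signal scored within the nucleus-defined area of each cell; some results filed as inactive read as strong as hits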
# Autophagy mod – alters autophagy in cells. 190,000 tested, 0.98% active. calls only at 10 µM (by protocol). MEF GFP-LC3 puncta imaging; test concentration mostly 10 µM;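 active = percentage of spot-positive cells more than 3 SD above its plate mean, without a fluorescence outlier flag or 80% toxicity; inconclusive = no clear call, values can overlap the other calls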;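 also: spot-positive cell cutoff set from DMSO-treated cells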
# West Nile virus CPE – inhibition of WNV-induced cytopathic effect – cell-based, CPE readout (AID 1621); West Nile virus-infected cells, CPE inhibition; higher % means a stronger effect; 290,000 tested, 0.02% active; one-dose CPE inhibition, % at 10 µM; IC50 in µM for titrated hits; in the data active = a potency from the dose series; inconclusive = CPE inhibition mostly from about 3.7% at the one dose, without a potency; inactive = the rest, 99 in 100 with CPE inhibition below about 2.2%; also: strong numbers were not always called active
# WT yeast gro inh mutant strain – second read-out of WT yeast gro inh, no call of its own (marks repeat the call); inhibition, %; mitochondrial fusion phenotypic screen, mutant strain inhibition
# Insulin prom up cell count – also measured in Insulin prom up; calls as there; cell count; measured here: cytotoxicity, nuclei count;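 total cells summed across four imaged fields per well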
# Lipid droplet cells 6.5 µM – second read-out of Lipid droplet, no call of its own (marks repeat the call); cell count; measured here: cell count, cytotoxicity flag;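 cells counted across two imaged fields per well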
# b-catenin transl cell count 5 µM – further read-out of b-catenin transl, marked with its call; cell count; measured here: cell count, cytotoxicity flag
# T cell HTS vesicle-bound % – second read-out of T cell HTS, no call of its own (marks repeat the call); double positive events, %; measured here: CD8+ vesicle-bound cell fraction;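 binding gate set so that unloaded-vesicle control wells show 10% double positive cells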
# MT stabilize HCS Hoechst-high % – recorded beside MT stabilize HCS, whose call it bears; % Hoechst-high responders; measured here: nuclear condensation Hoechst responders;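 share of cells brighter than vehicle mean plus two SD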
# MT stabilize HCS cytotoxicity % – further read-out of MT stabilize HCS, marked with its call; toxicity, %; measured here: cytotoxicity by cell density;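 0% = mean cell density of plate MIN control wells and 100% = no cells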
# Autophagy mod cell loss 18 h – also measured in Autophagy mod; calls as there; toxicity, %; measured here: cell loss, nuclei count;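 cell loss after 18 h compound exposure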
# Myeloid diff MLP GFP+ MAC1+ % – second read-out of Myeloid diff MLP, no call of its own (marks repeat the call); GFP+ MAC1+ double positive, %; measured here: differentiation confirmed by MAC1 staining
# * hit, by the source's call; i = inactive; ? = inconclusive; nt = not tested or not shown.
SMILES,Lipid droplet,Lipid droplet cells 6.5 µM,b-catenin transl,b-catenin transl cell count 5 µM,Myeloid diff MLP,Myeloid diff MLP GFP+ MAC1+ %,T cell HTS,T cell HTS vesicle-bound %,WT yeast gro inh,WT yeast gro inh mutant strain,Insulin prom up,Insulin prom up cell count,MT stabilize HCS,MT stabilize HCS Hoechst-high %,MT stabilize HCS cytotoxicity %,Autophagy mod,Autophagy mod cell loss 18 h,West Nile virus CPE
Cc1ccc2ncnc(Oc3ncccc3[N+](=O)[O-])c2c1,-14,706,0.1,1115,i,0.1,i,36,nt,nt,-0.26,1485,nt,nt,nt,nt,nt,-0.5%
CCOC(=O)C1CCN(C(=O)c2cc3cc4cc(OC)ccc4nc3o2)CC1,-15,663,-4.4,1102,i,0.4,i,38,1,2,0.49,2127,5.0,3.1,6.8,i,-7,0.1%
Cc1ccc(CN(C(=O)Cn2nnc3ccccc32)C(C(=O)NCc2ccco2)c2ccc(C)o2)cc1 (stereo not drawn),25,714,1.5,1185,i,1.6,i,54,-9,-3,0.07,1225,1.8,1.4,3.7,i,-4,0.5%
Cc1cccc(N(C(=O)c2snc(C(N)=O)c2N)C(C(=O)NCC2CCCO2)c2ccc(N(C)C)cc2)c1 (stereo not drawn),-5,698,nt,nt,i,1.1,i,28,nt,nt,nt,nt,nt,nt,nt,nt,nt,-0.5%
O=C(CC(c1ccccc1)c1ccccc1O)NCCN1CCOCC1 (stereo not drawn),nt,nt,-8.7,986,i,0.8,i,45,1,4,0.14,1561,3.0,2.7,7.1,i,15,0.1%
CCOC(=O)c1c(NC(=O)COC(=O)Cn2cnc3ccccc32)sc(C)c1C,nt,nt,-2.3,944,i,0.8,i,19,-9,-17,-0.04,1581,6.9,3.4,0.9,i,21,0.4%
COc1ccc(CN2C(=O)c3cccnc3C2=O)cc1S(=O)(=O)NC(C)C,12,826,nt,nt,i,0.3,i,55,nt,nt,nt,nt,nt,nt,nt,nt,nt,0.1%
CCOc1ccc(/C=N/NC2=NCCCCC2)cc1,3,711,0.7,1160,i,0.1,i,28,2,3,-0.94,1124,7.8,1.6,10,i,0,0.1%
CCNC(=O)NC(=O)C(C)OC(=O)CCCSc1nc2ccccc2s1 (stereo not drawn),4,665,-3.3,513,i,0.7,i,37,-11,-6,-0.07,1111,2.3,3.2,12,i,-5,0.3%
CCOC(=O)c1nc(C)n(-c2cc(Cl)cc(Cl)c2)n1,nt,nt,-1.5,972,i,0.6,i,54,7,-15,0.22,1389,1.6,1.3,2.7,i,13,0.3%
O=C(NC1=NCCS1)c1ccc(N2CCCC2=O)cc1,14,704,-1.0,1030,i,0.0,i,30,-10,4,0.41,1305,3.1,2.1,8.4,i,2,0.8%
CC(=O)Nc1ccc(S(=O)(=O)NCc2ccc(C)cc2)cc1,-10,753,1.8,1121,i,0.8,i,8,nt,nt,-0.08,857,2.1,1.5,8.7,i,-4,-1.2%
COC(=O)c1ccc(CNC(=O)COC(=O)C2CCC(C(C)(C)C)CC2)cc1 (stereo not drawn),14,686,-6.9,550,i,0.5,i,35,-4,3,-0.13,1355,2.0,1.0,0.2,i,1,-0.8%
Cc1cccc(C(=O)N2CCN(c3ccc([N+](=O)[O-])c(NCc4ccco4)c3)CC2)c1,nt,nt,-2.1,1362,i,0.6,i,28,-10,-2,-0.68,918,2.3,1.0,2.9,i,10,0.3%
Fc1cc(F)c2nc(Nc3nc4c(F)cccc4s3)sc2c1,-28,616,-5.5,519,i,0.1,i,40,49,39,0.38,1034,4.1,1.8,13,i,-1,-1.9%
COc1cc(/C=N/N2C(C)CCCC2C)cc(Br)c1O (stereo not drawn),2,674,8.2,889,i,0.3,i,42,-14,7,-0.34,1178,2.3,2.8,3.7,i,4,-0.5%
CC(C)(C)c1ccc(C2SCC(=O)N2c2cccc(C(=O)O)c2)cc1 (stereo not drawn),-22,830,nt,nt,i,0.6,i,24,nt,nt,nt,nt,nt,nt,nt,nt,nt,-0.3%
COc1ccc(S(=O)(=O)N(C)c2ccc(C(=O)N3CCCCC3)cc2)cc1OC,-6,654,0.4,1318,i,0.7,i,11,nt,nt,-2.3,911,nt,nt,nt,nt,nt,-0.7%
CCCc1n[nH]c2c1/C(=N/O)CC(c1ccccc1)C2 (stereo not drawn),2,656,0.0,1087,i,0.2,i,53,-7,-13,0.71,1946,3.8,2.3,3.3,i,-11,0.1%
CC1CCCCN1S(=O)(=O)c1ccc(NC(=O)c2cccc(-n3cnnn3)c2)cc1 (stereo not drawn),nt,nt,0.0,1144,i,2.6,i,55,2,-6,-1.6,1026,4.4,1.4,4.2,i,12,-0.7%
CCc1ccc(C(=O)COC(=O)CNC(=O)Cc2ccccc2)cc1,-1,835,nt,nt,i,0.5,i,4,nt,nt,nt,nt,nt,nt,nt,nt,nt,-0.2%
COCC(C)NC(=O)c1ccc(N(C)C)cc1 (stereo not drawn),nt,nt,1.4,1139,i,1.0,i,51,0,5,-0.18,1314,2.6,2.3,1.8,i,-16,-0.1%
O=C(O)c1cccnc1SCc1cn2cc(Br)ccc2n1,13,697,-4.4,1170,i,0.5,i,29,-6,34,nt,nt,3.4,3.2,5.2,i,-2,0.0%
CCCn1nc(NS(=O)(=O)c2ccccc2)c2cc3ccccc3nc21,nt,nt,-5.1,1026,i,0.7,i,18,-14,8,-0.16,1229,nt,nt,nt,nt,nt,0.3%
CC(C)(C)c1ccc(OCC(=O)N/N=C/c2ccsc2)cc1,-9,580,0.6,1053,i,2.7,i,39,4,-7,-0.15,1564,3.6,1.4,6.8,i,-1,-0.2%

# New compounds follow:
SMILES,Lipid droplet,Lipid droplet cells 6.5 µM,b-catenin transl,b-catenin transl cell count 5 µM,Myeloid diff MLP,Myeloid diff MLP GFP+ MAC1+ %,T cell HTS,T cell HTS vesicle-bound %,WT yeast gro inh,WT yeast gro inh mutant strain,Insulin prom up,Insulin prom up cell count,MT stabilize HCS,MT stabilize HCS Hoechst-high %,MT stabilize HCS cytotoxicity %,Autophagy mod,Autophagy mod cell loss 18 h,West Nile virus CPE
C=CCn1c(SCc2cccc3ccccc23)nnc1-c1cccnc1,nt,nt,1.1,1394,i,14,i,58,15,-4,0.29,1459,3.1,2.6,8.2,i,-1,-0.6%
COc1ccc(OC)c(NC(=O)CN(Cc2ccccc2)S(C)(=O)=O)c1,-4,668,0.2,929,i,0.6,i,11,9,14,0.03,1635,2.7,1.1,4.2,i,-25,-0.3%
CN1C(=O)N(C)C2(c3ccccc3)Nn3c(s/c(=C/c4ccccc4)c3=O)=NC12c1ccccc1 (stereo not drawn),-47,722,nt,nt,i,0.6,i,30,3,7,?,nt,2.5,1.1,6.1,i,-13,0.1%
CCc1nnc(NS(=O)(=O)c2ccc(NC(=O)c3ccc(Cl)cc3)cc2)s1,-11,677,0.1,1107,i,0.6,i,36,7,2,-0.77,1297,2.4,1.5,8.4,i,-15,1.5%
CNC(=O)c1ccccc1Nc1ccc(SC(F)F)cc1,-4,828,nt,nt,i,0.6,i,49,nt,nt,nt,nt,nt,nt,nt,nt,nt,1.5%
CCCCNC(=O)COC(=O)CCC(=O)c1ccc(F)cc1,-1,739,-2.7,1161,i,0.4,i,32,6,8,-1.3,930,1.7,1.1,7.1,i,-4,0.1%
CC1(C)Cc2cccc(C(=O)NCc3ccco3)c2O1,-9,675,-1.2,1135,i,0.4,i,26,nt,nt,-0.16,1436,nt,nt,nt,nt,nt,-0.5%
CCNC(=O)C(C)Sc1ccc(Cl)cc1 (stereo not drawn),-3,777,nt,nt,i,0.4,i,51,-4,5,0.29,1291,3.2,2.0,5.3,i,-10,0.2%
Cn1cc(CC(=O)NC2CCCCC2)c2ccccc21,42,712,-0.4,1074,i,0.2,i,21,-12,14,-0.14,1179,3.7,3.3,5.0,i,2,-0.5%
COc1cc(/C=N/N2CCOCC2)ccc1OCc1ccc(Cl)cc1,-9,668,-1.3,1056,i,0.3,i,46,14,-19,-0.4,1332,3.2,2.0,0.2,i,-10,0.0%
Cc1nn(C)c(C)c1NC(=O)CCCSc1nc(-c2ccco2)cc(C(F)(F)F)n1,-27,703,-0.6,1086,i,0.5,i,49,18,3,nt,nt,3.1,2.1,3.9,i,-3,-0.2%
COc1ccc(C(=O)NCC(=O)N/N=C/C=C/c2ccccc2)cc1OC,-2,736,nt,nt,i,0.5,i,52,-7,4,-0.28,1303,5.1,1.4,15,i,4,-0.2%
COc1ccnc(Oc2ccccc2)c1C(=O)N/C=N/OCc1ccccc1F,-4,720,-0.4,1209,i,0.4,i,55,24,-9,-0.05,1452,4.5,2.1,9.9,i,-29,-0.3%
CCN(CC)C(=O)c1sc(NC(=O)c2ccc(Br)o2)c(C(=O)OC)c1C,15,825,nt,nt,i,0.7,i,18,4,1,-1,987,1.3,1.5,0.2,i,-6,2.3%

# Screening data deposited in PubChem BioAssay by several laboratories.
